E-sel TNF inh: E-selectin induction blockers in HUVEC – imaging, immunofluorescence, high content, primary screen; AID 1246, 2008; inhibition, % at 2 µM; 120,000 compounds, 0.71% hits; HUVEC TNFa-induced E-selectin immunofluorescence;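 active = inhibition above the batch mean plus 3 SD, and confirmed as a hit on visual image review, cut at about 43% in these data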;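 note: 0% = TNF-stimulated DMSO wells and 100% = unstimulated control wells; not every result past the cut was called active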
An asterisk follows results filed as active. These rows are one share of the data; rates above refer to the full screens.

No.	Compound	E-sel TNF inh
1	CN(C)/C=N/c1nc2nccc(-c3cccs3)n2n1	-5
2	COc1ccc(C(C)(C)C)cc1NC(=O)COC(=O)c1ccc([N+](=O)[O-])o1	-3
3	O=C(Cn1nc(-c2ccccc2)ccc1=O)Nc1ccc(NC(=O)c2ccccn2)cc1	-9
4	CCCCCCn1c(=O)c(Cc2ccccc2)c(O)c2ccccc21	7
5	COc1ccc(C(=O)n2c(C)c(CCO)c(=O)n2C)cc1	-29
6	CNc1nc(-c2ccc3c(c2)CCN3C(=O)c2ccccc2C)cs1	9
7	COc1ccc(NC(=O)C2CCC(CNS(=O)(=O)c3cccs3)CC2)cc1 (centres undefined)	-2
8	CCOC(=O)N/N=C(\C)c1cccs1	2
9	CCOC(=O)Cc1csc(NC(=O)COc2ccc(C)cc2)n1	2
10	COc1cc(/C=N/Nc2ccc(S(N)(=O)=O)cc2)cc(OC)c1OC	-20
11	CCOC(=O)Cc1cc(=O)n2[nH]c(C)c(-c3ccccc3OC)c2n1	1
12	Cc1oc(-c2ccccc2Cl)nc1CN1CCCCC1CO (centres undefined)	-27
13	CC(=O)c1ccc(NC(=O)C(C)N(C)CC(=O)Nc2ccc(Cl)cc2)cc1 (centres undefined)	26
14	O=C(N/N=C/c1ccncc1)c1ccc(NS(=O)(=O)c2cccs2)cc1	7
15	O=C(CN1C(=O)c2ccccc2C1=O)Nc1ccc(Cl)cn1	3
16	COC(=O)C1CSC(C)(C)C(=O)N1 (centres undefined)	-37
17	CC(=O)c1sc(NC(=O)COc2c(C)cc(Cl)cc2C)nc1C	-15
18	COCCOC(=O)c1c(C)oc2ccc(OS(C)(=O)=O)cc12	-37
19	Cc1cccc(NC(=O)COn2nnc3ccc(S(C)(=O)=O)cc32)c1	3
20	O=Cc1ccccc1-n1cccn1	0
21	CCCOC(=O)C1=C(C)NC(=O)NC1c1ccc(Br)s1 (centres undefined)	8
22	COc1cccc(NC(=O)CN(C)CC(=O)Nc2ccc3c(c2)CCC3)c1	9
23	Cc1ccn2c(NC3CCCC3)c(-c3ccsc3)nc2c1	26
24	CCOC(=O)c1sc(NC(=O)CCC(=O)O)nc1C	22

Pulled by compound from above:
No.	Compound	E-sel TNF inh
14	O=C(N/N=C/c1ccncc1)c1ccc(NS(=O)(=O)c2cccs2)cc1	7
9	CCOC(=O)Cc1csc(NC(=O)COc2ccc(C)cc2)n1	2

(list continues)
No.	Compound	E-sel TNF inh
25	COc1ccc(CNC(=O)C2Cc3ccccc3CN2C(=O)c2ccco2)cc1 (centres undefined)	-16
26	CC(C)CCC(C)NC(=O)c1ccc2nccnc2c1 (centres undefined)	10
27	C=CCn1c(CC(C)(C)C)nc2ccccc21	-16
28	CC(C)(C)C(=O)COC(=O)C1CC(=O)N(c2ccccc2)C1 (centres undefined)	-10
29	COc1ccc(C(C)(C)C)cc1NC(=O)COC(=O)C(C)C	-29
30	CSC1=C(C#N)C(c2sccc2C)CC(=O)N1 (centres undefined)	-7
31	CS(=O)(=O)c1ccc(C(=O)NCc2ccccc2F)cc1	-18
32	O=C(C[n+]1ccn(CCCNP2(=O)C=C(c3ccccc3)OC(c3ccccc3)=C2)c1)c1cccs1	-41
33	CCOC(=O)C1(Cc2cccc(OC)c2)CCN(Cc2ccc(OC)c(OC)c2)CC1	20
34	Cc1nc(SCC(N)=O)c([N+](=O)[O-])[nH]1	63*
35	COc1ccc(OC)c(NC(=O)CSc2nnc3ccc(-c4ccncc4)nn23)c1	20
36	Cc1oc(-c2ccc3c(c2)OCCO3)cc1C(=O)NCC(=O)O	-10
37	COC(=O)CSc1nnc(-c2cccnc2)n1C	-3
38	Cc1cccc(C)c1NC(=O)CN(c1ccccn1)S(=O)(=O)c1ccc(F)cc1	-6
39	COc1ccccc1CNC(=O)C1CCN(C(=O)NC2CCCCC2)CC1	0
40	COc1ccccc1C(=O)NNC(=O)C(=O)NCc1ccccc1	-12
41	CC(C)CN(CC(C)C)C(=O)Nc1ccccc1F	-53
42	CC(C)N1CCN(Cc2cnc(N3CCCC3)s2)CC1CCO (centres undefined)	-7
43	COCCNC(=O)c1cc(-c2ccncc2)nc2ccc(S(=O)(=O)N3CCOCC3)cc12	5
44	Cc1ccc(O)c(C(CC(=O)NC2CCCCC2)c2ccccc2)c1 (centres undefined)	9
45	Cc1c(NC(=O)CCCN2C(=O)c3cccc4cccc(c34)C2=O)c(=O)n(-c2ccccc2)n1C	-9
46	Cc1cc(C(=O)COc2ccc(Cl)cc2Br)c(C)n1C	-12
47	O=C(Cc1ccccc1)NNc1ccc2ccccc2c1	-13
48	O=C(NC1=NCCS1)c1ccccc1OCc1ccc(F)cc1	-10
49	COc1ccccc1Nc1nc(N)nc(CSC(=S)N2CCN(c3ccccc3)CC2)n1	-24
50	COC(=O)c1ccc(C(=O)N(CCN(C)C)c2nc3c(Cl)cccc3s2)cc1	-1
51	CCOc1ccc(C(=O)NCC(=O)Nc2ccc(N3CCOCC3)cc2)cc1OCC	-6
52	CC(=O)C(Cc1ccccc1)NC(=O)CN1CCc2ccccc2C1 (centres undefined)	-9
53	O=C(COC(=O)Cc1ccc(Br)cc1)NC1CCCCCC1	-16
54	CCCn1c(SC/C(O)=C(\C#N)c2nc3ccccc3[nH]2)n[nH]c1=O	13
55	O=C(CN1C(=O)C2CCCCC2C1=O)Nc1nccs1 (centres undefined)	3
56	CC1CCc2c(sc(NC(=O)COC(=O)C3CCCO3)c2C#N)C1 (centres undefined)	-41
57	C/C=C/C=N/Nc1nc(C)cc(=O)[nH]1	-2
58	COc1ccc(N2CC(C(=O)Nc3ccc(S(=O)(=O)N4CCOCC4)cc3)CC2=O)cc1 (centres undefined)	32
59	Cc1ccc(CNC(=O)C(C(=O)NCc2ccc(C)o2)c2ncc(C(F)(F)F)cc2Cl)o1	-20
60	O=C(c1ccco1)N1CCN(C(=S)NC2CC3CCC2C3)CC1 (centres undefined)	-35
61	Cc1cccc(C)c1NC(=O)CN(C)CC(=O)Nc1ccccc1Oc1ccccc1	-29
62	Cc1nc2c(-c3ccc(F)cc3)cnn2c2c1CCC2	32
63	CCCCN(CC)CCCNC(=O)c1csc2c1CCCCC2	-3
64	Cc1cc(NC(=O)CSc2nnc(C3CC3)n2-c2ccccc2)no1	1
65	CC1SC2(NC1=O)C1CC3CC(C1)CC2C3 (centres undefined)	-13
66	O=C(c1cccs1)N1CCN(c2nnc(-c3ccccc3)c3ccccc23)CC1	3
67	Cc1c(C(=O)c2ccc(N(C)C)cc2)c2ccccn2c1CCC#N	-54
68	O=C(Nc1ccc(Cl)c(C(F)(F)F)c1)c1ccncc1	-4
69	CC(=O)Nc1ccc(NC(=O)COC(=O)[C@@H](NC(=O)c2ccc(F)cc2)C(C)C)cc1	-16
70	COc1ccc(S(=O)(=O)N2CCC(C(=O)Nc3ccc(F)cc3)CC2)c2cccnc12	-3
71	CCc1nnc(NC(=S)Nc2ccccc2)s1	-7
72	O=C(NCCCn1ncc2ccccc21)c1cc(COc2c(F)cccc2F)on1	-33

Continued; the last 7 above are carried over.
No.	Compound	E-sel TNF inh
66	O=C(c1cccs1)N1CCN(c2nnc(-c3ccccc3)c3ccccc23)CC1	3
67	Cc1c(C(=O)c2ccc(N(C)C)cc2)c2ccccn2c1CCC#N	-54
68	O=C(Nc1ccc(Cl)c(C(F)(F)F)c1)c1ccncc1	-4
69	CC(=O)Nc1ccc(NC(=O)COC(=O)[C@@H](NC(=O)c2ccc(F)cc2)C(C)C)cc1	-16
70	COc1ccc(S(=O)(=O)N2CCC(C(=O)Nc3ccc(F)cc3)CC2)c2cccnc12	-3
71	CCc1nnc(NC(=S)Nc2ccccc2)s1	-7
72	O=C(NCCCn1ncc2ccccc21)c1cc(COc2c(F)cccc2F)on1	-33
73	O=C(CSc1n[nH]c(=O)[nH]c1=O)N/N=C/C=C\c1ccccc1	-26
74	Cc1c(Cl)cccc1NC(=O)Nc1ccccc1C(N)=O	-27
75	Cc1cc(C(=O)OCC(=O)NCc2ccccc2Cl)c(C)o1	-33
76	Cc1ccc(S(=O)(=O)/N=C(/c2ccccc2)N(C)c2ccc(O)cc2)cc1	4
77	Cc1[nH]cc(Br)c(=O)c1Oc1ncc(C(F)(F)F)cc1Cl	-29
78	O=C(CN1CCC(Cc2ccccc2)CC1)NC(=O)NC1CCCCC1	-4
79	Cn1ncc(Cl)c1C(=O)NC1C2CC3CC(C2)CC1C3 (centres undefined)	26
80	O=C(Nc1ccccc1[N+](=O)[O-])c1cncc(Br)c1	-4
81	O=C(Nc1ccc(S(=O)(=O)N2CCCC2)cc1)c1ccc(OCC2CCCO2)cc1 (centres undefined)	-13
82	CCOC(=O)C1=C(c2ccccc2)NC(=O)NC1c1ccc(OC)cc1 (centres undefined)	-10
83	CC(=O)NCCn1c(SCC(=O)Nc2ccc(C)cc2)nc2ccccc2c1=O	-11
84	C1CCCN(c2nc3nonc3nc2N2CCCCCC2)CC1	-5
85	CCNC(=O)N1CCCC(C(=O)c2ccc3cc(OC)ccc3c2)C1 (centres undefined)	19
86	O=C(N/N=C/c1c(O)n(-c2ccccc2Cl)c(=O)c2ccccc12)c1cccnc1	-5
87	NNC(=O)c1nn(-c2ccccc2)cc1O	-28
88	O=C(N/N=C/c1ccc(N2CCOCC2)cc1)c1cccs1	-37
89	CCCNC(=O)COC(=O)/C(C#N)=C/c1cc(C)n(CCC)c1C	-7
90	O=C(O)c1c2c(nc3ccc(Cl)cc13)CCC2	2
91	S=C1NC(C23CC4CC(CC(C4)C2)C3)=CC(c2ccc3c(c2)OCO3)N1 (centres undefined)	-39
92	CNC(=O)/C(C#N)=C\c1ccc(CNS(=O)(=O)c2ccc(Cl)cc2)o1	33
93	Cc1c(Cl)cccc1N=C(N)N=C(N)N	1
94	COc1ccc(C(=O)Nc2ccc(N3CCOCC3)cc2)cc1S(=O)(=O)NC1CCCC1	-8
95	CC(C)(C)NCC(O)(c1ccc(Cl)cc1)c1ccc(Cl)cc1	-6
96	O=C(Nc1nnc(-c2ccc(Cl)s2)o1)C1CC1	-5
97	Cc1ccc(C(=O)NNC(=O)CSc2n[nH]c(-c3cccnc3)n2)cc1	-2
98	Cc1ccc2c(CC(=O)NCC(C)(C)N3CCOCC3)coc2c1	-10
99	C/C(=N\NC(=O)c1ccc2c(c1)OCO2)c1ccco1	-9
100	Cc1ccc(-n2c(=O)c3sccc3n(CC(=O)NC3CCCCC3)c2=O)cc1	-19
101	O=C(NC(=S)NCCCN1CCOCC1)c1ccc(Br)cc1	6
102	Cc1ccc(S(=O)(=O)NCC(=O)NCC(=O)OCC(=O)N2CC(=O)Nc3ccccc32)cc1C	20
103	Oc1ccc(CN2CCC(Cc3ccccc3)CC2)c2cccnc12	-17
104	O=C(CSc1cccc2cccc(Cl)c12)NC1=NCCS1	-9
105	Cc1ccc2c(c1)C(O)(CC(=O)c1cccc(-n3cccc3)c1)C(=O)N2 (centres undefined)	-1
106	O=C(c1ccccc1)N1CCN(c2ncnc3c(-c4ccccc4)nsc23)CC1	-14
107	Cc1ccc2cccc(OCC(=O)N3CCc4ccccc43)c2n1	10
108	COc1cc(C=C2C(=O)OC(C)(C)OC2=O)ccc1OCC(=O)Nc1ccccc1	3
109	CN(C)CCOC(c1ccc(Cl)cc1)c1ccccn1 (centres undefined)	-9
110	O/N=C/c1cn(-c2ccc(Cl)cc2)nn1	42
111	CC(C)[C@H](NC(=O)c1ccco1)C(=O)OCC(=O)N1CC(=O)Nc2ccccc21	-78
112	CN(Cc1cn(-c2ccccc2)nc1-c1ccc2c(c1)OCO2)Cc1nccn1C	-13
113	COc1nc(Nc2ccc([N+](=O)[O-])cc2)nc(NC2CCCCC2)n1	5
114	O=C(NCC1CCCCC1)c1cccc(S(=O)(=O)NCc2cccnc2)c1	-18
115	COc1ccc(N2CCN(C(=O)Cn3cnc4c3c(=O)n(C)c(=O)n4C)CC2)cc1	-9
116	CN1CCN(c2ccc(NC(=O)c3ccc4c(c3)OCCO4)cc2Cl)CC1	-16
117	CC(C)(C)c1ccc(-c2nn(CCC#N)cc2/C=N/O)cc1	-6
118	CCNC(=S)N(Cc1cc2c(C)ccc(C)c2[nH]c1=O)C1CCCC1	6
119	O=C1c2ccncc2C(=O)N1CNc1ccc(Cl)cc1	1
120	O=S(=O)(c1cccc(Cl)c1Cl)N1CCN(C(=S)NCCCN2CCOCC2)CC1	8
121	O=C(Cc1ccc([N+](=O)[O-])cc1)Nc1ccc(Cl)cc1	8
122	O=C(OC1CCOC1=O)c1ccc(N2CCCC2)c([N+](=O)[O-])c1 (centres undefined)	0
123	CCc1nnc(NC(=O)C2CCN(S(=O)(=O)c3ccc(C)cc3)CC2)s1	12
124	O=C(CCc1ccccc1)N/N=C/c1cccc(O)c1	-13
125	CCN(Cc1ccccc1)C(=O)c1ccc(Cl)cc1[N+](=O)[O-]	2
126	O=C1CSc2ccc(C(=O)NCC(c3ccco3)N3CCCCC3)cc2N1 (centres undefined)	-11
127	CCOC(=O)C1=C(CN2CCOCC2)NC(=O)NC1c1cccc([N+](=O)[O-])c1 (centres undefined)	-6
128	O=C(COc1ccc(S(=O)(=O)N2CCCC2)cc1)Nc1ccc2c(c1)OCCO2	-8

Following part:
No.	Compound	E-sel TNF inh
129	O=C(/C=C/c1cccs1)c1ccc(N2CCOCC2)cc1	-42
130	CC(=O)Nc1ccc(NC(=O)C2CCCN2S(=O)(=O)c2cccc3nsnc23)cc1 (centres undefined)	-4
131	COC(=O)c1ccc(COc2ccccc2/C=N/Nc2cccc(C(=O)O)c2)cc1	3
132	Cc1ccc(S(=O)(=O)N2CCCCC2)cc1NC(=O)Cn1ccc(C(F)(F)F)n1	-28
133	CC(C)N1C(=O)CCN(C=O)c2ccccc21	-23
134	O=C(N/N=C/c1ccc([N+](=O)[O-])cc1)c1ccc(COc2ccccc2-c2ccccc2)cc1	10
135	COc1ccccc1Nc1nc(NCC2CCCO2)c2ccccc2n1 (centres undefined)	-10
136	COc1ccc(Nc2nc(NN)nc(C)c2[N+](=O)[O-])cc1	-26

Screening results: PubChem, Columbia University Molecular Screening Center
